IDE act: boosts human insulin-degrading enzyme activity in HEK cells; P14735; FAbeta-B cleavage, fluorescence polarization; 0% vehicle, 100% cell-free pure enzyme wells; activation, % at 5.96 µM; 340,000 compounds, 0.073% hits; AID 493087;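 active = activation above the mean of all tested compounds plus 3 SD, set per screening campaign, cut at about 17% in these data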
Target sequence (P14735 whole entry, looked up): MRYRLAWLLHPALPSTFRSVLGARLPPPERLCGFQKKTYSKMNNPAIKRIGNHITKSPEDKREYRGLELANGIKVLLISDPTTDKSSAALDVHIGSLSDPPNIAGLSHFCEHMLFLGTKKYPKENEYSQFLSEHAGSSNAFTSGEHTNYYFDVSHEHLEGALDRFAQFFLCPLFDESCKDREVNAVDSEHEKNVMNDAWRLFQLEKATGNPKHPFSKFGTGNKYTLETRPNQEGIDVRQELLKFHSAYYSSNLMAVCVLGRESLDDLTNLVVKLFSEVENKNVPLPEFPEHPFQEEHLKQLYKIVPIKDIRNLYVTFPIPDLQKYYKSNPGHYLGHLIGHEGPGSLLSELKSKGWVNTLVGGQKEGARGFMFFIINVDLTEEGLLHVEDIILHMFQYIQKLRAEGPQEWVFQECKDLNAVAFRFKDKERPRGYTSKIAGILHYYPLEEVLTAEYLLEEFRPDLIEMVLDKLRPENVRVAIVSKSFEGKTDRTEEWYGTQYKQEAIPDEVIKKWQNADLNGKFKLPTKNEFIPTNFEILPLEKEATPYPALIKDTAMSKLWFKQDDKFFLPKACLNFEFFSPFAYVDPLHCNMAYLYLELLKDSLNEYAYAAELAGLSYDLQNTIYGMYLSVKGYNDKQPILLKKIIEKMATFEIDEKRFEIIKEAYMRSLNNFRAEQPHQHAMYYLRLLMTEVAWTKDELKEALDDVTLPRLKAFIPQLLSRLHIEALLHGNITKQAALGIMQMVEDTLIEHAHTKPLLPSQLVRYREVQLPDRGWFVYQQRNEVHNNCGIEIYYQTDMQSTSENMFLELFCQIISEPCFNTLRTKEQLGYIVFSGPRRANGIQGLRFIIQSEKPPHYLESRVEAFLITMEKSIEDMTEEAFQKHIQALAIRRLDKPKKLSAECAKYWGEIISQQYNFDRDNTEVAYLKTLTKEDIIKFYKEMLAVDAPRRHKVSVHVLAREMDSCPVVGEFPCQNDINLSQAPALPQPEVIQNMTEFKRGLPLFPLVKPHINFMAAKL
CHRM4 PAM: potentiates acetylcholine response at human M4 receptor; AID 624126; activation, % at 3 µM; P08173; 360,000 compounds, 0.4% hits; CHO-K1 hM4/Gqi5, Fluo-8 calcium fluorescence, ACh EC20; 0% = ACh EC20, 100% = maximal ACh;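 active = activation above its plate's cutoff, the mean activation of sample wells plus 3 SD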; also: some results filed as inactive read as strong as hits
IDE inh: inhibitors of human insulin-degrading enzyme in cells; HEK cells, FAbetaB cleavage, fluorescence polarization; inhibition, % at 5.59 µM; 320,000 compounds, 0.41% hits; AID 434962;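 active = percent inhibition above the average of all tested compounds plus 3 SD, set per screening campaign, cut at about 16% in these data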;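 also: IDE supplied by intact live HEK cells; FP after avidin binding of uncleaved biotin substrate so inhibition keeps polarization high; 0% = DMSO wells and 100% = 60 µM reference IDE inhibitor Ii1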
p-CIP stab down: p/CIP protein destabilization | decrease of EGFP signal, % at 10 µM | F442A p/CIP-EGFP cells, EGFP fluorescence, 16 h | Q05BA5 | 290,000 compounds, 0.01% hits | AID 1984;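 active = EGFP signal decrease of at least 30% at 10 µM or well 3 SD below plate mean, unless failing retest; inactive = the rest, including hits failing retest or dose response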; also: some compounds called inactive have numbers as strong as hits; many of its hits are not listed in these tables
PHOSPHO1 inh: blocks human PHOSPHO1 phosphatase activity; Q8TCT1; recombinant PHOSPHO1, absorbance phosphatase assay; inhibition, % at 13.3 µM; 290,000 compounds, 1.1% hits; AID 1565; in the data active = inhibition above about 60%
GalR3 antagonist: human GalR3 antagonism; O60755; inhibition, % at 3 µM; 360,000 compounds, 0.44% hits; HEK293 GalR3-CNG cAMP membrane potential fluorescence; galR3 body fused to GalR1 C-terminus;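 active = inhibition above the screen-wide average plus 3 SD, cut at about 13% in these data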;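 also: forskolin and galanin both at EC90 stimulate the cells; cAMP rise reported by CNG channel membrane potential dye signal; 0% = forskolin plus galanin with DMSO and 100% = forskolin alone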
CRFR2-BP ag: CRF-BP/CRF-R2 complex agonism; HEK293 CRF-R2/CRF-BP, calcium dye fluorescence (FLIPR); percent of saturating CRF peptide response; activation, % at 13.2 µM; 350,000 compounds, 0.46% hits;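 active = activation of at least 50%, plus an integration ratio under a set limit after plate pattern correction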;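 also: plate controls were neutral control wells without compound for no effect and CRF at EC100 for full effect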
CRFR2-BP antag: CRF-BP/CRF-R2 complex antagonism | HEK293 CRF-R2/CRF-BP, CRF-induced calcium fluorescence | inhibition, % at 11.8 µM | 350,000 compounds, 0.59% hits | AID 588475;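 active = inhibition of the ligand-induced calcium signal above about 50% at the single tested concentration, limit read from the data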
MEKK3 PB1 HTS: raises or lowers MEK5 binding to the human MEKK3 PB1 domain; Q99759; bead-based flow cytometry, Alexa488-MEK5 binding to MEKK3; actives lie on both sides; 0 = blocked by unlabeled MEK5, 100 = vehicle; binding response (% of control), % at 10 µM; 290,000 compounds, 1.4% hits;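 active = binding response more than 3 SD above or below the average of its plate-row segment, actives on both sides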;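 also: Alexa488 bead fluorescence after subtracting the streptavidin-only scavenger bead signal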
Numbers without * were called inactive; . = not tested or not shown; & = joins results of further samples; [ ] = another dose, or the depositor's remark.

#	compound	IDE act	CHRM4 PAM	IDE inh	p-CIP stab down	PHOSPHO1 inh
1	COc1cc(C=Nc2ccccc2C(=O)Nc2ccccc2)cc(OC)c1OC	5	1	11	0	13
2	Cc1ccnc(NC(=O)c2cc([N+](=O)[O-])cc([N+](=O)[O-])c2)c1	0	9	-1	-1	65*
3	CCc1cc2c(=O)[nH]c(Cc3ccc(Cl)cc3)nc2s1	0	3	-3	-7	0
4	COc1ccc(CNC(=O)c2cc(-c3cccs3)on2)cc1	3	1	0	-13	8
5	CN1OC[C@@H]2CN(Cc3ccccc3)[C@H](c3cccc(-c4ccccc4)c3)C[C@@H]21	.	2	.	.	.
6	COc1ccc(CNC(=O)C(C)NS(=O)(=O)c2ccc(C)cc2)cc1 (centres undefined)	6	11	-2	-3	46
7	COC(=O)c1cc(CN2C(=O)c3ccccc3C2=O)c(O)c([N+](=O)[O-])c1	-3	0	-5	-2	24
8	C[C@H](CO)N1C[C@H](C)[C@@H](CN(C)Cc2ccc3c(c2)OCO3)Oc2ccc(NS(C)(=O)=O)cc2C1=O	4	-6	-5	.	.
9	CC(C)(C)C1CCNC(=O)CC1 (centres undefined)	.	4	.	.	.
10	O=S1c2ccccc2Sc2ccccc21	7	3	.	.	.
11	Cc1nnc(SCc2ccc(F)cc2Cl)s1	3	10	6	-3	10
12	OC(COc1cccc2ccccc12)CN1CCN(c2ccc(Cl)cc2)CC1 (centres undefined)	1	-5	1	9&-4	-1&37

#	GalR3 antagonist	CRFR2-BP ag	CRFR2-BP antag	MEKK3 PB1 HTS
1	0	-1.8	-2	100
2	-9	-5.0	4	100
3	-6	1.6	-10	102
4	-5	3.7	22	89
5	-6	1.1	9	.
6	-4	-1.6	36	104
7	-9	-2.2	16	106
8	-7	-0.3	-12	.
9	-6	2.5	2	.
10	-4	-5.7	0	.
11	-2	-4.5	19	99
12	-11	0.5	-9	102&114

Pulled by compound from the entries so far:
#	compound	IDE act	CHRM4 PAM	IDE inh	p-CIP stab down	PHOSPHO1 inh
9	CC(C)(C)C1CCNC(=O)CC1 (centres undefined)	.	4	.	.	.
8	C[C@H](CO)N1C[C@H](C)[C@@H](CN(C)Cc2ccc3c(c2)OCO3)Oc2ccc(NS(C)(=O)=O)cc2C1=O	4	-6	-5	.	.
6	COc1ccc(CNC(=O)C(C)NS(=O)(=O)c2ccc(C)cc2)cc1 (centres undefined)	6	11	-2	-3	46

#	GalR3 antagonist	CRFR2-BP ag	CRFR2-BP antag	MEKK3 PB1 HTS
9	-6	2.5	2	.
8	-7	-0.3	-12	.
6	-4	-1.6	36	104

Other compounds follow:
#	compound	IDE act	CHRM4 PAM	IDE inh	p-CIP stab down	PHOSPHO1 inh
13	O=C(NCCc1ccncc1)Nc1ccccc1Cl	2	0	-3	8	-1
14	O=C(NCc1ccc2c(c1)OCO2)c1ccc(NS(=O)(=O)c2ccc3c(c2)OCCO3)cc1	-1	11	3	-12	8
15	COc1ccc(OC)c(/C=N/NC(=O)CC(=O)NC2CCCCC2)c1	1	-1	-5	2	32
16	COc1c(Cl)ccc(Cl)c1C(=O)NC(=O)N1CCOCC1	6	4	3	-4	2
17	CCN(CC)CCNC(=O)C12CC3CC(CC(C3)C1)C2	6	-13	5	-10	15
18	COc1ccc(NC(=S)NCC2CCCO2)c(OC)c1 (centres undefined)	6	0	0	-6	11
19	CCOC(=O)C1=NN(c2ccc(Cl)cc2)/C(=C/C2=NCCc3cc(OC)c(OC)cc32)S1	5	-3	1	-8	63*
20	O=S(=O)(Nc1ccccn1)c1ccc(C(F)(F)F)cc1Cl	7	-27	-1	-14	29
21	CCc1cc(=O)oc2cc(O[C@@H]3O[C@H](CO)[C@@H](O)[C@H](O)[C@H]3O)c(Cl)cc12	5	-4	-3	5	46
22	COc1ccc(CN(C)CC(=O)Nc2cccc(S(N)(=O)=O)c2)c(OC)c1OC	7	-6	3	22	48
23	CC1=C(C(=O)OC(C)C)C(c2cccnc2)n2ncnc2N1 (centres undefined)	2	-5	8	-6	3
24	Cc1cc(C)n(CCCN2CCC(C(=O)Nc3cccc(-c4cccc(F)c4)c3)CC2)n1	2	-9	3	-8	9

#	GalR3 antagonist	CRFR2-BP ag	CRFR2-BP antag	MEKK3 PB1 HTS
13	-1	0.0	-19	93
14	-5	5.3	-14	95
15	-6	0.5	0	102
16	-3	-1.1	1	96
17	-5	-2.2	20	109
18	-5	-0.8	-2	103
19	-5	-0.4	15	105
20	-5	0.5	-8	97
21	-3	1.1	-1	99
22	6	-0.7	5	112
23	.	-0.3	13	115
24	-4	1.4	-18	109

Next part
#	compound	IDE act	CHRM4 PAM	IDE inh	p-CIP stab down	PHOSPHO1 inh
25	Cc1cccc(OCC(O)Cn2c(NCc3cccnc3)nc3c2c(=O)[nH]c(=O)n3C)c1 (centres undefined)	-2	-1	5	0	21
26	Cc1noc(C)c1C(=O)NCc1ccco1	-2	4	1	3	-3
27	CCC1S/C(=N/N=C/c2ccco2)N(Cc2ccc(F)cc2)C1=O (centres undefined)	.	-2	-6	2	13
28	CCOc1ccc(NC(=O)CCS(=O)(=O)c2ccc3c(c2)CCCN3C(=O)CC)cc1	1	15	2	7	0
29	N#C/C(=C\c1c(N(Cc2ccccc2)Cc2ccccc2)nc2ccccn2c1=O)C(N)=O	-4	-12	5	-7	2
30	O=C(NC1CCCc2ccccc21)c1ccc(Br)cc1 (centres undefined)	1	2	3	2	-11
31	Nc1ccc(N)c(C(=O)O)c1	7	1	-2	.	.
32	O=C(/C=C/c1cccc(Cl)c1)NNC(=O)c1ccncc1	3	4	-1	.	.
33	O=C1CN=C(Nc2cccc(C(F)(F)F)c2)N1C1CCCC1	5	10	5	11	4
34	CC(C)Oc1ccc(CSC(=N)N)cc1	-5	12	2	0	26
35	C=CCn1c2ccccc2c2nnc(SCCCn3c(=O)[nH]c4ccccc43)nc21	-7	-15	.	0	-4
36	CCOc1ccc2nc(N3CCCC(C(=O)NCCCN4CCOCC4)C3)sc2c1 (centres undefined)	4	5	0	1	14

#	GalR3 antagonist	CRFR2-BP ag	CRFR2-BP antag	MEKK3 PB1 HTS
25	0	-1.2	-14	98
26	-4	3.1	1	105
27	-8	2.4	2	102
28	-3	-0.7	-17	95
29	-2	-1.7	-52	103
30	-7	-4.7	11	95
31	.	9.2	2	47*[inhibitor]
32	-1	-0.2	-4	.
33	-2	-1.4	14	115
34	-2	0.2	-2	109
35	8	0.2	15	108
36	-1	1.2	2	105

Going on with the list.
#	compound	IDE act	CHRM4 PAM	IDE inh	p-CIP stab down	PHOSPHO1 inh
37	CCn1c(=O)n(CC)c2cc(N3CCCC3)c(NC(=O)c3ccccc3C)cc21	4	3	2	-1	29
38	NN1C(=O)/C(=C\c2ccco2)SC1=S	.	-6	-4	-14	51
39	O=S(=O)(Nc1ncccn1)c1ccc(NC(=S)NCc2ccco2)cc1	12	-2	-3	6	-5
40	O=C(CN1CCN(S(=O)(=O)c2ccc(F)cc2)CC1)Nc1ccc(Cl)cn1	3	-2	1	-10	8
41	COc1cc(CN2CCC(N3CCC(C(=O)N4CCCC4)CC3)CC2)cc2c1OCO2	-5	-6	4	4	40
42	CN(C)c1nc(NCc2ccccc2)nc(Oc2ccc(=O)[nH]n2)n1	2	-3	1	-6	-44
43	CCOc1ccc2nc(N3CCCN(C(=O)Nc4ccccc4C)CC3)c(C#N)cc2c1	-2	7	4	-19	0
44	Cc1c(O)nc(SCC(=O)Nc2cccc(C(F)(F)F)c2)n(-c2ccccc2)c1=O	3	8	.	3	13
45	Cc1nn2c(-c3ccc(Cl)cc3)nnc2s1	5	-3	3	8	23
46	O=C(CSc1nnc(-c2cccnc2)o1)Oc1ccccc1	9	11	-1	9	22
47	COc1ccc(C(O)P(=O)(OCC(C)C)OCC(C)C)c(OC)c1 (centres undefined)	3	-1	6	-12	-14
48	COC(=O)c1c(N2C(=O)[C@H]3[C@@H](C2=O)[C@]2(C(=O)Nc4c(C)cccc42)N2CCC[C@@H]32)sc(C)c1C	1	-2	-3	-16	-16

#	GalR3 antagonist	CRFR2-BP ag	CRFR2-BP antag	MEKK3 PB1 HTS
37	3	-0.1	-4	101
38	-3	-0.2	11	104
39	-3	-1.2	0	96
40	-11	0.1	5	90
41	-2	3.1	-5	108
42	0	-0.1	-13	99
43	-4	53*	-150	97
44	3	-0.3	-11	99
45	0	-0.2	-14	120
46	-6	-1.1	9	102
47	-4	0.7	-5	97
48	-2	4.9	-32	110

Structural class: the entries above with a CF3 group.
#	compound	IDE act	CHRM4 PAM	IDE inh	p-CIP stab down	PHOSPHO1 inh
20	O=S(=O)(Nc1ccccn1)c1ccc(C(F)(F)F)cc1Cl	7	-27	-1	-14	29
33	O=C1CN=C(Nc2cccc(C(F)(F)F)c2)N1C1CCCC1	5	10	5	11	4
44	Cc1c(O)nc(SCC(=O)Nc2cccc(C(F)(F)F)c2)n(-c2ccccc2)c1=O	3	8	.	3	13

#	GalR3 antagonist	CRFR2-BP ag	CRFR2-BP antag	MEKK3 PB1 HTS
20	-5	0.5	-8	97
33	-2	-1.4	14	115
44	3	-0.3	-11	99

Additional structures:
#	compound	IDE act	CHRM4 PAM	IDE inh	p-CIP stab down	PHOSPHO1 inh
49	CCc1ccccc1N1CC23C=CC(O2)C(C(=O)OC)C3C1=O (centres undefined)	-2	11	-2	-12	3
50	O=C(N[C@@H](Cc1ccccc1)C(=O)N1CCN(S(=O)(=O)c2cccc(F)c2)CC1)c1ccco1	4	-3	8	.	.
51	CCCc1cnc(N2CCN(S(C)(=O)=O)CC2)nc1	4	-19	4	-4	43
52	CCCN1CCN(C(=S)Nc2ccc(SC(F)F)cc2)CC1	6	-12	-3	9	-6
53	CC(NC(=O)c1ccco1)c1ccc2c(c1)OCCO2 (centres undefined)	0	2	3	-19	24
54	CCC(C)C1(C2CCCC2)NC(=O)NC1=O (centres undefined)	-3	7	.	.	.
55	COc1ccc(Oc2c(Cl)cnn(-c3ccccc3)c2=O)cc1	2	13	0	-5	50
56	Oc1ccc(-c2csc(Nc3ccccn3)n2)c(O)c1	2	-1	0	-6	-19
57	Cc1ccc(NS(=O)(=O)c2ccc(Br)s2)cc1S(=O)(=O)N1CCOCC1	6	0	3	2	32
58	NS(=O)(=O)c1ccc(CNC(=O)CNC(=O)c2ccc(F)cc2)cc1	0	7	4	-6	9
59	Cc1ccc(C2C3=C(CC(C)(C)CC3=O)Nc3onc(C)c32)cc1 (centres undefined)	4	3	5	-22	-1
60	O=C(Nc1ccccc1-c1nc2ccccc2s1)c1ccco1	0	2	-3	-4	-19
61	Cc1cc(SCc2ccccc2C)nc(=O)[nH]1	6	1	-2	-20	31
62	Fc1cccc(Cl)c1CSc1ncn[nH]1	1	7	1	-5	42
63	COc1ccc(CCNC(=O)CC2Nc3ccccc3NC2=O)cc1OC (centres undefined)	0	19	1	-16	5

#	GalR3 antagonist	CRFR2-BP ag	CRFR2-BP antag	MEKK3 PB1 HTS
49	-2	-1.1	27	98
50	-4	0.7	-3	.
51	-3	-5.3	-1	100
52	-7	6.7	-7	100
53	-5	0.5	8	99
54	-2	1.2	-10	.
55	-7	-2.6	9	.
56	-7	-1.8	-1	103
57	-6	-1.3	-13	102
58	-2	0.7	-3	96
59	-3	29	-8	98
60	-4	4.6	-9	106
61	1	-1.6	-2	99
62	1	-2.0	21	98
63	-3	4.9	3	98

From PubChem
